M4 ag: human M4 muscarinic receptor agonists, primary screen, CHO-K1 cells, Fluo-8 calcium fluorescence; Muscarinic acetylcholine receptor M4 (Homo sapiens), P08173; CHO-K1 hM4/Gqi5; vehicle 0%, full acetylcholine response 100%; activation, % at 3 µM; hit rate 0.14% among 360,000; AID 624127, 2012;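 active = activation above the run mean over all test wells plus 3 SD, cut at about 32% in these data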;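 note: peak over basal fluorescence ratio per well then scaled between controls; 0% = DMSO wells and 100% = acetylcholine at EC100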
Target sequence (P08173 whole entry, looked up): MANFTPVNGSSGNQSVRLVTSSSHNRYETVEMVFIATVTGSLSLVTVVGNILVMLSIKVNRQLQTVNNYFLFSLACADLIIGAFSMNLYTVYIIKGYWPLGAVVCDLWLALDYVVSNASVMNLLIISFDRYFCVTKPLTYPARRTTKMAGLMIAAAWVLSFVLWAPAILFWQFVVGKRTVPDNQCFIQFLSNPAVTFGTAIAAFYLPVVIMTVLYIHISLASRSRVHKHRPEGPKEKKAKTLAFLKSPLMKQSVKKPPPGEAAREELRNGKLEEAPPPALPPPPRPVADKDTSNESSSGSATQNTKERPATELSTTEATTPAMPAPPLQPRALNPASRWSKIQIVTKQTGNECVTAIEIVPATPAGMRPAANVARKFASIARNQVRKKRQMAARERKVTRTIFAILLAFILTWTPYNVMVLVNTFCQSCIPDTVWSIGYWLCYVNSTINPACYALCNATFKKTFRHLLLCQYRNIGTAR
M4 antag: human M4 muscarinic receptor antagonists, primary screen, CHO cells, Fluo-8 calcium fluorescence; Muscarinic acetylcholine receptor M4 (Homo sapiens), P08173; CHO-hM4 cells, ACh EC80; inhibition, % at 3 µM; hit rate 0.73% among 360,000; AID 624125, 2012;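 active = inhibition above its plate's cutoff, the mean inhibition of sample wells plus 3 SD, cut at about 27% in these data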;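 note: 0% = acetylcholine EC80 with DMSO and 100% = DMSO without agonist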
CHRM5 PAM: human M5 muscarinic receptor positive allosteric modulators, primary screen, CHO-K1 cells, Fluo-8 calcium fluorescence | Muscarinic acetylcholine receptor M5 (Homo sapiens), P08912 | CHO-K1 hM5, ACh EC20 PAM; 0% = ACh EC20, 100% = ACh EC100 | hit rate 0.3% among 360,000 | activation, % at 3 µM;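 active = activation above the run cutoff, the mean activation of all test compounds plus 3 SD, cut at about 18% in these data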
Target sequence (P08912 whole entry, looked up): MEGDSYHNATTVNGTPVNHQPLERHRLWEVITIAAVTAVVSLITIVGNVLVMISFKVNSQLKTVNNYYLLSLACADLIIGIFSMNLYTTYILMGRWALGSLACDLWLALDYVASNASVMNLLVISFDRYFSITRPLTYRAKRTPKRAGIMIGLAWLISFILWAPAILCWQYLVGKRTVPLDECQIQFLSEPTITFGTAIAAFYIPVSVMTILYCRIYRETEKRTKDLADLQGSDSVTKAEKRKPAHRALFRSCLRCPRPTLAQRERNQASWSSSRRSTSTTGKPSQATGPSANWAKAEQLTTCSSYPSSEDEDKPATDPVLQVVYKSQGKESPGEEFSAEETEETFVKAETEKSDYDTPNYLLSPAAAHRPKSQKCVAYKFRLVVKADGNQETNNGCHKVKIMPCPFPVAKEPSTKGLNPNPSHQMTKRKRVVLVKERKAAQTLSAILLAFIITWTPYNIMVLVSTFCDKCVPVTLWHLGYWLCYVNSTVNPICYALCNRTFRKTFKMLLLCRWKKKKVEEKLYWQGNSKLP
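system = human M5 receptor in CHO-K1 cells | compound = one concentration, 3 µM final (nominal) | schedule = Post-acetylcholine fluorescence recording 140 s | signal = Fluo-8 calcium dye fluorescence, kinetic read | benchmarks = low control EC20 acetylcholine (0%), high control EC100 acetylcholine (100%) | repeats = singlicate, one well per test compound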
CHRM5 antagonist: human M5 muscarinic receptor antagonists, primary screen, CHO cells, Fluo-8 calcium fluorescence | Muscarinic acetylcholine receptor M5 (Homo sapiens), P08912 | CHO-hM5 cells, ACh EC80 | inhibition, % at 3 µM | hit rate 0.59% among 360,000;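 active = inhibition above a per-plate cutoff, the mean of that plate's test compounds plus 3 SD, cut at about 27% in these data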;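 note: 0% = acetylcholine EC80 with DMSO and 100% = DMSO without agonist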
CRFR2-BP ag: agonists of CRF-BP/CRF-R2 complex, primary screen, cell-based, HEK293, calcium dye fluorescence, uHTS; calcium dye fluorescence (FLIPR); percent of saturating CRF peptide response; activation, % at 13.2 µM; CRF-binding protein / CRF receptor 2 complex (human); hit rate 0.46% among 350,000; AID 588473, 2011;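 active = activation of at least 50%, plus an integration ratio under a set limit after plate pattern correction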;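 note: plate controls were neutral control wells without compound for no effect and CRF at EC100 for full effect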
CHRM4 PAM: human M4 muscarinic receptor positive allosteric modulators, primary screen, CHO-K1 cells, Fluo-8 calcium fluorescence; AID 624126, 2012; CHO-K1 hM4/Gqi5, ACh EC20; 0% = ACh EC20, 100% = maximal ACh; Muscarinic acetylcholine receptor M4 (Homo sapiens), P08173; hit rate 0.4% among 360,000; activation, % at 3 µM;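 active = activation above its plate's cutoff, the mean activation of sample wells plus 3 SD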; note: some results filed as inactive read as strong as hits
IDE cell inh: human IDE inhibitors in live cells, primary screen, fluorescence polarization, HEK cells, FAbetaB substrate | FAbetaB cleavage | inhibition, % at 5.59 µM | hit rate 0.41% among 320,000 | AID 434962, 2010;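 active = percent inhibition above the average of all tested compounds plus 3 SD, set per screening campaign, cut at about 16% in these data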;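 note: IDE supplied by intact live HEK cells; FP after avidin binding of uncleaved biotin substrate so inhibition keeps polarization high; 0% = DMSO wells and 100% = 60 µM reference IDE inhibitor Ii1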
CHRM5 agonist: human M5 muscarinic receptor agonists, primary screen, CHO-K1 cells, Fluo-8 calcium fluorescence. CHO-K1 hM5 cells; 0% DMSO wells, 100% maximal acetylcholine response. activation, % at 3 µM. hit rate 0.19% among 360,000;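 active = activation above the run's mean over test compounds plus 3 SD, cut at about 23% in these data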;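 note: signal is peak over basal fluorescence ratio across the kinetic read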
CRFBP-R2 block: antagonists of CRF-BP/CRF-R2 complex, primary screen, cell-based, HEK293, calcium dye fluorescence, uHTS. CRF-induced calcium fluorescence. inhibition, % at 11.8 µM. hit rate 0.59% among 350,000. AID 588475, 2011;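 active = inhibition of the ligand-induced calcium signal above about 50% at the single tested concentration, limit read from the data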
An asterisk follows results filed as active; x = no result given.

SMILES	M4 ag	M4 antag	CHRM5 PAM	CHRM5 antagonist	CRFR2-BP ag	CHRM4 PAM	IDE cell inh	CHRM5 agonist	CRFBP-R2 block
COc1ccc(NC(=O)CCN2C(=O)/C(=C/c3ccc4c(c3)OCO4)SC2=S)cc1	1.5	-4.2	6.1	-8.6	1.8	12.4	-2.3	0.7	12.7
COc1ccc2[nH]c3c(c2c1)CCN1C(=O)C(CC(=O)NCc2cccc(C(F)(F)F)c2)C[C@H](C(=O)N2CCCCC2)[C@@]31C (some centres not stated)	-0.6	-25.4	1.1	-5.3	-4.4	1.7	x	5.7	7.7
CC(=O)Nc1ccc(NC(=O)Nc2cccc3ccccc23)cc1	1.6	-1.8	3.2	-5.9	3.1	11.9	0.6	-2.0	-8.2
Cc1ccc2c(CC(=O)OCC(=O)Nc3ccc(Cl)cn3)coc2c1	-0.4	4.0	-2.7	-0.2	-0.2	6.4	1.3	-3.3	-3.0
O=C(CCc1c[nH]c2ccccc12)Nc1ccc(S(=O)(=O)Nc2ncccn2)cc1	1.3	-2.4	1.9	4.3	0.9	1.2	3.1	1.6	-9.8
Cc1cc(=O)[nH]c(SCC(=O)Nc2ccc(F)cc2)c1C#N	10.6	-1.0	-10.9	3.4	-0.3	-10.9	-0.1	10.1	11.6
O=C(Cn1cnc2ccccc2c1=O)NCCCN1CCCC1=O	0.4	-6.1	-5.4	20.6	2.2	-2.3	-3.0	-3.2	-5.2
O=C(Nc1nccs1)c1ccc[nH]c1=O	0.6	-0.6	2.1	-8.3	12.8	-1.2	6.7	2.9	-2.6
Nc1ncnc2c1ncn2[C@H]1C[C@H](O)[C@@H](CO)O1	0.6	-9.3	1.5	-0.6	2.2	8.4	-2.1	3.1	-3.3
CCCOC(=O)C(C)Sc1n[nH]c(=O)[nH]c1=O (configuration not stated)	1.0	2.8	-3.5	-5.6	-1.8	-1.4	1.8	-2.2	7.8
Cn1cccc1C1C(C#N)=C(N)OC2=C1C(=O)CC(C)(C)C2 (configuration not stated)	0.0	-0.1	12.8	-4.1	1.5	4.0	1.5	2.0	-7.6
COc1ccc(CCNC(=O)CN2C(=O)NC(Cc3c[nH]c4ccccc34)C2=O)cc1 (configuration not stated)	1.6	4.6	-1.8	8.6	0.6	0.4	5.7	-1.2	-6.6
CC1CCCCC1NC(=O)c1ccc2c(c1)OCCO2 (configuration not stated)	2.9	-9.1	0.2	3.1	-1.4	6.9	0.1	-0.4	7.4
Cc1ccc(C)c(NC(=O)CN(C)S(=O)(=O)c2ccccc2)c1	0.6	1.2	-5.7	3.7	0.1	-4.2	1.8	1.2	17.1
CCN(CC)CCN1C(=O)C(=O)/C(=C(/O)c2ccc(C)cc2)C1c1cccnc1 (configuration not stated)	0.1	4.2	1.5	1.1	0.2	-5.1	-6.5	0.3	-1.0
CCSc1nsc(NC(=O)Nc2ccccc2Cl)n1	11.5	8.3	-16.5	4.9	-2.2	-10.6	x	6.7	12.9
Cc1ccc(-n2ncc3c(=O)[nH]c(SCC(=O)N4CCC(C)CC4)nc32)cc1C	0.7	-7.3	-0.1	-1.6	0.1	9.8	x	3.0	2.9
COc1ccccc1NC(=S)NNC(=S)Nc1ccc(OC(F)F)cc1	-0.4	-10.2	-5.9	-6.2	-1.4	5.9	0.4	-6.9	-34.4
CCC(OC(=O)c1ccco1)C(=O)NC1CCCC1 (configuration not stated)	0.9	5.0	5.8	4.5	0.0	-5.1	1.7	-2.8	-0.6
N#CC1(c2ccccc2)CCCN1C(=O)c1ccc(Br)cc1 (configuration not stated)	-1.1	4.3	-6.2	9.3	-1.7	-1.7	-2.3	-3.5	-33.2
CC(C)Nc1nc(NC(N)=S)nc(NC(C)C)n1	-0.1	7.2	-0.2	2.9	18.6	-1.6	1.0	-4.0	16.4
CCCCc1c(O)nc(SCC(=O)Nc2ccc(C)cc2)n(-c2ccc(OC)cc2)c1=O	2.1	6.8	3.9	0.8	-1.5	1.4	4.1	-1.2	10.5
O=C(CSc1ccccc1)NC(=O)NCc1ccccc1	-1.1	-3.1	-6.0	12.2	0.2	-5.2	0.1	-7.1	-10.6
Cc1ccc(-c2cc(C(F)F)n3ncc(C(=O)N4CCCCC4c4cccnc4)c3n2)cc1 (configuration not stated)	-0.1	-23.3	5.2	-7.4	-1.0	8.6	0.2	-8.7	1.5
NC(=O)c1nsc(C(=O)N(c2ccccc2)C(C(=O)NC2CCCC2)c2ccncc2)c1N (configuration not stated)	0.0	-4.7	-0.8	3.6	-1.8	-6.2	1.3	1.5	-0.2
Remaining list, next part:
SMILES	M4 ag	M4 antag	CHRM5 PAM	CHRM5 antagonist	CRFR2-BP ag	CHRM4 PAM	IDE cell inh	CHRM5 agonist	CRFBP-R2 block
Cc1ccc(NC(=O)C2CCN(S(=O)(=O)c3ccc4c(c3)NC(=O)CO4)CC2)cc1C	3.5	-22.5	-8.8	10.7	1.3	7.2	0.0	-2.1	7.8
CCCS(=O)(=O)N1CCC(C(=O)NC2CCC(C)CC2)CC1 (configuration not stated)	0.1	5.1	1.2	-3.7	-0.1	4.8	9.8	-0.5	9.6
CN(C)/N=C/c1cc([N+](=O)[O-])ccc1O	12.9	2.6	2.1	1.3	0.1	2.0	-2.4	0.7	-1.4
CCc1nc(C)cn1S(=O)(=O)c1ccc(Cl)c(Cl)c1Cl	2.8	-3.0	-6.2	3.9	-0.9	-1.3	4.7	-1.1	36.5
COc1ccccc1N1CC(C(=O)Nc2cccc(C(=O)O)c2)CC1=O (configuration not stated)	0.2	-4.5	1.5	2.6	-0.2	16.5	2.6	2.1	9.3
O=C(COC(=O)CSc1ccc(Cl)cc1)Nc1ccc2[nH]c(=O)[nH]c2c1	-0.3	-0.9	2.4	10.9	0.0	3.8	3.2	2.0	16.2
CCS(=O)(=O)c1nc(S(=O)(=O)c2ccc(Cl)cc2)c(N2CCOCC2)s1	1.1	-0.1	0.5	9.1	-0.5	2.7	-4.5	0.4	-14.1
CC(=O)c1cc(C#N)c(SCc2ccccc2C#N)nc1C	-1.0	-8.7	2.8	-9.7	-3.0	7.8	-0.2	-6.0	24.9
Cc1c(O)cnc2nn(-c3ccccc3)c(=N)n12	1.6	0.9	4.1	-3.7	x	6.0	x	4.2	x
O=C(NC(C(=O)O)c1ccccc1)c1ccccc1 (configuration not stated)	0.6	-0.6	-1.8	7.8	0.4	6.0	-0.9	0.1	-9.8
C=CCN1C(=O)/C(=C/c2cccs2)S/C1=N\S(=O)(=O)c1ccc(F)cc1	1.0	-7.2	1.7	0.6	1.3	0.2	0.3	-0.4	-3.1
CNc1nc(SC)nc(N(C)C#N)n1	0.4	-4.7	1.6	-5.9	-0.6	8.9	8.6	1.4	-5.9
Cc1n[nH]c(=O)nc1N/N=C/c1cccs1	1.5	-2.6	1.1	2.0	-0.7	5.0	4.2	0.2	-1.6
Cn1c(N)c(C(=O)COC(=O)c2cc(C3CC3)nc3ccccc23)c(=O)n(C)c1=O	7.3	-9.2	-0.5	3.1	-0.1	4.1	4.3	2.5	0.5
Cc1nn(Cc2ccc(C(=O)NC(C)(C)C)o2)c(C)c1Br	11.5	-1.5	-19.4	25.6	-1.1	-7.5	3.7	5.9	-2.2
CC1(C)OC(=O)C(=NNc2ccc(O)cc2)C(=O)O1	0.1	1.0	-1.8	-1.3	2.5	3.4	1.1	1.1	28.4
N#Cc1ccc(OCC(=O)Nc2cc(S(=O)(=O)N3CCOCC3)ccc2N2CCOCC2)cc1	0.0	3.8	4.8	-0.1	-0.2	5.3	-3.6	0.8	16.3
COC(=O)c1cccc(-n2c(C)cc(C=O)c2C)c1	-0.1	-7.5	-0.9	6.0	-1.8	2.9	5.3	-3.2	1.5
CCc1ccc(N(CC(=O)NCCc2ccccc2)C(=O)CCC(=O)Nc2ccccn2)cc1	0.7	-16.6	0.8	10.3	2.0	-0.6	4.3	-0.1	-18.8
CN1C[C@@H]2[C@@H]3C(=O)N(C)C(=O)[C@@H]3[C@](C)(C1=O)N2C(=O)c1ccc(C(F)(F)F)cc1	-0.1	-2.5	9.2	5.9	0.2	5.4	x	-0.1	4.9
CN(C)c1ccc(/C=N/NC(=O)C2COc3ccccc3O2)o1 (configuration not stated)	2.4	-3.8	-1.0	1.6	5.5	5.8	-7.4	-2.2	-8.8
O=C(CCCC(=O)NN=Cc1cccc(O)c1)NN=Cc1cccc(O)c1	1.0	-5.3	2.9	8.2	-0.6	1.8	x	2.6	-9.6
O=C(COC(=O)c1cccc(Br)c1)Nc1cccc(S(=O)(=O)N2CCCCC2)c1	12.1	4.0	-10.8	9.7	13.7	-7.2	x	2.9	-3.5
COC(=O)[C@@]1(Cc2ccc(F)cc2)[C@H]2c3cc(C(=O)N(C)C)n(CCc4c[nH]c5ccc(O)cc45)c3C[C@H]2CN1C(=O)c1ccccc1	4.7	-6.6	-2.5	5.0	x	1.7	x	4.5	x
CCc1noc(C)c1C(=O)OCC(=O)NCc1ccccc1OC	1.9	-8.8	-3.8	-0.3	-3.5	9.1	-2.7	0.5	-1.0

Record cards, from the list above:
CNc1nc(SC)nc(N(C)C#N)n1 as listed: M4 ag = 0.4; M4 antag = -4.7; CHRM5 PAM = 1.6; CHRM5 antagonist = -5.9; CRFR2-BP ag = -0.6; CHRM4 PAM = 8.9; IDE cell inh = 8.6; CHRM5 agonist = 1.4; CRFBP-R2 block = -5.9
Cc1c(O)cnc2nn(-c3ccccc3)c(=N)n12 as listed: M4 ag = 1.6; M4 antag = 0.9; CHRM5 PAM = 4.1; CHRM5 antagonist = -3.7; CRFR2-BP ag = x; CHRM4 PAM = 6.0; IDE cell inh = x; CHRM5 agonist = 4.2; CRFBP-R2 block = x

Additional entries
SMILES	M4 ag	M4 antag	CHRM5 PAM	CHRM5 antagonist	CRFR2-BP ag	CHRM4 PAM	IDE cell inh	CHRM5 agonist	CRFBP-R2 block
COC(=O)[C@@]1(Cc2ccccc2)[C@H]2C(=O)N(C)C(=O)[C@H]2[C@H]2CN=C(SCC(=O)c3ccccc3)N21	1.3	7.7	-1.0	2.2	0.1	-2.3	x	0.5	-4.5
N#Cc1cccc(NC(=O)CCC2CCCC2)c1	2.0	-11.3	-2.4	8.1	0.0	3.2	0.0	-9.2	4.7
Cc1ccccc1OCc1nnc(SCC(=O)O)n1-c1ccccc1	0.7	-8.7	0.7	2.8	-0.7	-7.6	6.9	-1.1	-1.2
O=C(NNc1cc(Cl)cc(Cl)c1)c1cccs1	0.8	6.8	-1.1	10.2	0.5	-3.8	-3.0	0.6	-12.9
O=C(NNC(=S)Nc1ccc(Cl)c(Cl)c1)c1cccc([N+](=O)[O-])c1	2.2	-4.5	1.3	-0.3	-2.0	1.9	-2.5	4.8	18.4
Cn1cc(Cl)c(C(=O)NNC(=S)Nc2cccc(Cl)c2)n1	0.7	4.7	2.4	-5.6	-0.1	5.5	3.6	-2.1	-3.6
